LDHA inh = qHTS assay for inhibitors of human lactate dehydrogenase; purified LDHA, NADH/diaphorase-resazurin fluorescence; hits give low values; L-lactate dehydrogenase A chain (Homo sapiens), P00338; 480,000 compounds, 0.15% hits; activity change, % (values are at about 110 or 230 µM); AID 1347041, 2019; in the data active means activity change below about -30%; inconclusive means mostly about -25% to -30%;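 further: plate controls were DMSO wells for no effect and wells without enzyme for full effect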
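Resorufin fluorescence (ex540/em590), read at 0 and 20 min after diaphorase/resazurin addition, reports the NADH left after a 5 min room-temperature reaction of 2 nM human LDH5 with 0.06 mM NADH and 0.2 mM pyruvate.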
TrxR1 substrate = qHTS Assay for Substrates of Mammalian Selenoprotein Thioredoxin Reductase 1 (TrxR1): qHTS. purified TrxR1 substrate turnover, NADPH consumption readout. Potency, µM (doses to about 114 µM), for inactives: at the highest dose activity change, negative = substrate turnover. 390,000 compounds, 0.01% hits. AID 588456, 2011; further: potency means the concentration at half of the fitted maximal effect; on the % scale 0 is the no-effect control and ±100 the full control effect; nearly all actives have a fitted effect of over 50% in size
Target sequence (O89049 whole entry, looked up): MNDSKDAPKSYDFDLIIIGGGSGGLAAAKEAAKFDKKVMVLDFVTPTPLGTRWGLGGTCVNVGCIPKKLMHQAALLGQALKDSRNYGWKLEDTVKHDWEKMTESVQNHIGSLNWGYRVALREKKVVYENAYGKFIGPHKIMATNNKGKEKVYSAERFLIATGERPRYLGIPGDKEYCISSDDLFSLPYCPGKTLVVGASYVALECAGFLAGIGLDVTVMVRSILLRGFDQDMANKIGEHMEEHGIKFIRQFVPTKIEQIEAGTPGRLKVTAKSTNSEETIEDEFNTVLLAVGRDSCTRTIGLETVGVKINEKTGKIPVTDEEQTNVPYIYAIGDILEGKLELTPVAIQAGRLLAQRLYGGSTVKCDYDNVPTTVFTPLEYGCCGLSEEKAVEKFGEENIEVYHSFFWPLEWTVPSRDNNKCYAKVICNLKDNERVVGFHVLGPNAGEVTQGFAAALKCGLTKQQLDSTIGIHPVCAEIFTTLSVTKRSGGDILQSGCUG
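Rat TrxR1, dispensed at 90 nM, was prereduced with 400 uM NADPH (final) for 5 min at ~22 deg C, then incubated with compound 15 min before 400 uM selenite. A first-read NADPH fluorescence drop versus no-compound background flagged substrates.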
mIDH1 inhibitor = qHTS for Inhibitors of mutant isocitrate dehydrogenase 1 (IDH1): qHTS; Isocitrate dehydrogenase [NADP] cytoplasmic (Homo sapiens), O75874; 390,000 compounds, 0.093% hits; IDH1-R132H enzyme, NADPH consumption, diaphorase/resazurin fluorescence; Potency, µM (doses to about 76.6 µM), for the others: at the top dose activity change, negative = inhibition, hits mostly inhibitors; further: potency means the concentration at half of the fitted maximal effect; on the % scale 0 is the no-effect control and ±100 the full control effect; nearly all actives have a fitted effect of over 65% in size
Target sequence (O75874 whole entry R132H, stated change not applied): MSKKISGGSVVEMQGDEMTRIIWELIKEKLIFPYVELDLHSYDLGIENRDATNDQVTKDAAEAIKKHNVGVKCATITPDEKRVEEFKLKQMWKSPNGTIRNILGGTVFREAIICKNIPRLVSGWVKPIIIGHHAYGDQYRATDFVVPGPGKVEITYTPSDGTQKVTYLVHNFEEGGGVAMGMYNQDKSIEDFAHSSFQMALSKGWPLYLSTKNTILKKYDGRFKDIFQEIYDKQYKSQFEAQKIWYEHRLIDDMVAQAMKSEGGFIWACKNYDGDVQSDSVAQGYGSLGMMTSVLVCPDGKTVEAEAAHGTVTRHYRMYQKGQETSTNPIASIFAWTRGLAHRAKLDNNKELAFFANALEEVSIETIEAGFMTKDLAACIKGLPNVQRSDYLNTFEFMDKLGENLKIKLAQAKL
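IDH1-R132H (0.5 ug/mL) preincubated 30 min with compound, then NADPH (0.016 mM) and alpha-KG (2 mM) added; 80 min at RT, pH 7.5. Remaining NADPH coupled via diaphorase/resazurin to fluorescence (540/590 nm); concentration-response curves normalized to no-enzyme control.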
GRP78 ERSR act = qHTS for Inducers of the Endoplasmic Reticulum Stress Response (ERSR) in Human Glioma: qHTS; Potency, µM, without a hit: top-dose activation, usual class: activators; AID 602332, 2012; 420,000 compounds, 0.02% hits; U87-MG GRP78 promoter luciferase reporter, 16 h; further: potency means the concentration at half of the fitted maximal effect; series mostly up to about 76 µM; % of control where 0% means no effect; nearly all actives have a fitted effect of over 35% in size
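Stably transfected U87-MG human glioma cells carrying a GRP78-based luminescent sensor were seeded at 1000 cells/well, pin-dosed with compounds and incubated 16 h. Luciferase reagent was then added, and end-point luminescence was read after 10 min at room temperature.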
USP1 inh = Inhibitors of USP1/UAF1: Primary Screen; Ubiquitin carboxyl-terminal hydrolase 1 (Homo sapiens), O94782; 390,000 compounds, 0.23% hits; recombinant USP1/UAF1, Ub-Rhodamine cleavage fluorescence; Potency, µM (doses to about 57.1 µM), for inactives: at the highest dose activity change, negative = inhibition, usual class: inhibitors; further: potency means the concentration at half of the fitted maximal effect; on the % scale 0 is the no-effect control and ±100 the full control effect; nearly all actives have a fitted effect of over 60% in size; inactives centre near -12
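Step one: compound is pinned into 1nM USP1/UAF1 in HEPES pH 7.8 buffer with TCEP. Step two: 15 min room-temperature incubation. Step three: Ub-Rho (150nM final) starts cleavage, tracked by fluorescence over six one-minute reads.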
rTrxR1 inhibitor = qHTS Assay for Inhibitors of Mammalian Selenoprotein Thioredoxin Reductase 1 (TrxR1): qHTS. recombinant rTrxR1, NADPH fluorescence consumption, selenite substrate. Potency, µM (titrated, usually from 114 µM), without a hit: at the highest dose activity change, negative = inhibition, usual class: inhibitors. 390,000 compounds, 1% hits; further: potency means the concentration at half of the fitted maximal effect; on the % scale 0 is the no-effect control and ±100 the full control effect; nearly all actives have a fitted effect of over 65% in size
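Rat TrxR1 (90 nM in the dispensed reagent) was pre-reduced with 400 uM NADPH for 5 min at room temperature, then incubated with compound for 15 min. After 400 uM selenite was added, NADPH fluorescence (Ex 340/Em 450 nm) was followed for 8 min.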
RGS4 inh = Inhibitors of Regulator of G Protein Signaling (RGS) 4: qHTS; Regulator of G-protein signaling 4 (Homo sapiens), P49798; Transcreener GDP fluorescence polarization, RGS4-accelerated GTP hydrolysis; Potency, µM (highest dose often 114 µM), inactives show top-dose activity change, negative = inhibition, most hits filed as inhibitors; 390,000 compounds, 0.039% hits; AID 504845, 2011; further: potency means the concentration at half of the fitted maximal effect; on the % scale 0 is the no-effect control and ±100 the full control effect; nearly all actives have a fitted effect of over 75% in size; some results filed as inactive show a strong effect at the top dose
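MLSMR compounds (23 nl, pin-transferred) preincubated 10 min at room temperature with a 500nM (2x) first reagent, then RGS4 at 900nM (2x) plus Transcreener GDP mix added; fluorescence polarization (620/688 nm) read before and after 90 min at 30 °C.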
Vif-APOBEC3F blk = qHTS for Inhibitors of Vif-A3F Interactions: qHTS. HeLa A3F-eYFP + Vif (tagged APOBEC3F with the HIV-1 protein that degrades it), YFP fluorescence increase. Potency, µM (highest dose often 46.1 µM), for the others: at the top dose activity, negative = active. 390,000 compounds, 0.2% hits; further: potency means the concentration at half of the fitted maximal effect; % of control where 0% means no effect; nearly all actives have a fitted effect of over 65% in size
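HeLa cells stably expressing Vif plus C-terminally eYFP-tagged A3F were seeded, incubated overnight at 37 deg C, dosed with compound, incubated overnight again at 37 deg C. Yellow fluorescence (Ex 488/Em 500-530) reported blocked Vif-mediated A3F-eYFP degradation.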
Vif-A3G inh = qHTS for Inhibitors of Vif-A3G Interactions: qHTS; 410,000 compounds, 0.076% hits; Potency, µM (top dose mostly 46.1 µM), for the others: top-dose activity, negative = active, most hits filed as inhibitors; DNA dC->dU-editing enzyme APOBEC-3G (Homo sapiens), Q9HC16; AID 602310, 2012; HeLa A3G-eYFP + Vif (tagged APOBEC3G with the HIV-1 protein that degrades it), YFP fluorescence, overnight;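 further: potency means the concentration at half of the fitted maximal effect; on the % scale 0 is the no-effect control and ±100 the full control effect; nearly all actives have a fitted effect of over 60% in size; hits raise eYFP signal because A3G escapes Vif-driven loss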
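Read-out is eYFP fluorescence (Ex 488/Em 500-530) from Vif-expressing HeLa A3G-eYFP cells; more signal means A3G escaped Vif-mediated degradation. Cells plated overnight, compound pinned in, incubated overnight at 37 deg C.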
Numbers without * were called inactive; ? = inconclusive; . = not tested or not shown; & = joins results of further samples; [ ] = remark or other dose. Unless noted, the call rests on the fitted dose curve; in most records, active means well fitted curve in the direction sought with a large enough effect; inconclusive means small, poorly fitted or top-dose-only effect, or another doubt; inactive means no such curve, though single readings can be large; an effect the other way counts as inactive or inconclusive. An excerpt; rates above refer to the full screens.

SMILES	LDHA inh	TrxR1 substrate	mIDH1 inhibitor	GRP78 ERSR act	USP1 inh	rTrxR1 inhibitor	RGS4 inh	Vif-APOBEC3F blk	Vif-A3G inh
CC(=O)Nc1ccc(S(=O)(=O)N(C)CC(=O)OC2CCCCC2=O)cc1 (stereo not drawn)	0	0%	8%	-3%	-15%	-5%	-26%	-13%	-1%
O=C(C1CCN(C2CC(=O)N(c3cccc(Cl)c3)C2=O)CC1)N1CCCC1 (stereo not drawn)	-7	6%[57.1 µM]	5%	-5%	-13%	8%[57.1 µM]	-2%	0%	0%
COC(=O)C1(C)CCc2cc(OC)ccc2C1=O (stereo not drawn)	-9	8%[57.1 µM]	21%	0%	-16%	1%[57.1 µM]	3%	-5%	0%
COc1ccc(NC(C)=O)cc1CNC(=O)CN1CCOCC1	-5	8%[2.29 µM]	-2%	-2%	-17%	18%[2.29 µM]	-8%	-4%	0%
O=S(=O)(c1ccc(N2CCN(S(=O)(=O)c3ccccc3)CC2)nc1)N1CCCC1	-3	-4%[57.1 µM]	10%	-3%	-5%	6%[57.1 µM]	12%	-4%	0%
CCC1CCCCN1C(=O)COC(=O)c1cc(Br)ccc1Cl (stereo not drawn)	-2	-5%	-8%	-1%	-9%	12%	19%	-17%	2%
CC(C)CC(=O)Nc1ccc(S(=O)(=O)Nc2nccs2)cc1	0	0%	-8%	-2%	-4%	7%	-11%	-1%	2%
Cc1ccc(/C=N/NC(=O)c2c[nH]c3ccccc23)o1	2	-5%	-3%	7%	-11%	22%[57.1 µM]	-3%	5%	1%
Cc1ccc(CNC(=O)CN2C(C)CCCC2C)cc1 (stereo not drawn)	-7	-14%	0%	-2%	4%	-9%	-9%	9%	1%
CCCn1c(O)c(N=NC(=O)c2ccco2)c2ccccc21	-5	-7%	5%	2%	-4%	-5%	-19%	5%	1%
Cc1ccc(C(=O)O)cc1NC(=S)NC(=O)c1ccc([N+](=O)[O-])cc1Cl	-6	8%[57.1 µM]	5%	0%	-17%	-3%[57.1 µM]	-13%	0%	-4%
CCOc1ncccc1C(=O)NCc1ccc(OC)c(OC)c1	-5	3%	-2%	0%	-3%	9%	-13%	-3%	-9%
CCn1c(SCc2ccccc2F)nc(=O)c2c(C(=O)OC)cc(C3CC3)nc21	7	2%[57.1 µM]	-17%	-5%	-21%	32%[57.1 µM]	9%	4%	2%
CCn1c(=O)n(CC(=O)N2CCN(c3ccccc3F)CC2)c(=O)c2ccccc21	-5	9%[57.1 µM]	1%	0%	-16%	7%[57.1 µM]	19%	2%	-4%
CCOc1ccc(S(=O)(=O)NCCC(=O)NCC(c2ccc(OC)cc2)N2CCOCC2)cc1 (stereo not drawn)	-13	.	-10%	-3%	5%	.	.	0%	-1%
Cc1cccc(/C=N/NC(=O)c2ccncc2)n1	0	1%	15%	0%	-10%	3%	-29%	2%	3%
Cc1cc(C)cc(NC(=S)Nc2ccc3cn[nH]c3c2)c1	12	14%	4%	-3%	-4%	-1%	-27%	6%	-1%
CCOCC(=O)N1CCN(c2ccccc2OC)CC1	-2	6%[57.1 µM]	-4%	1%	-13%	14%[57.1 µM]	-13%	-27%	-4%
CS(=O)(=O)N(CC(=O)NCc1ccco1)c1cccc([N+](=O)[O-])c1	-1	-6%[0.0914 µM]	22%	-4%	-15%	21%	-48%	1%	1%
O=[N+]([O-])c1ccc2nc(SCc3cn4ccccc4n3)[nH]c2c1	-13	-6%	0%	6%	-15%	-4%	?	1%	-5%
O=S(=O)(N/N=C/c1cccnc1)c1ccc(Cl)c(Cl)c1	-12	-7%	5%	-2%	-13%	12%	?	1%	0%
Cc1ccc(C)c(SCC(=O)OCC(=O)Nc2ccc(S(=O)(=O)N3CCOCC3)cc2)c1	-4	10%[57.1 µM]	-1%	-2%	-15%	23%	24%	-1%	4%
COc1ccc(CCNC(=O)CSc2nnc(Cn3c(=O)sc4ccccc43)n2C)cc1OC	-14	-1%	-5%	-4%	-10%	15%	-8%	-4%	-1%
CCN(CC)CCC(=O)Nc1cccc2c1C(=O)c1ccccc1C2=O	22	5%	25%	?	?	12%	-23%	5%	-8%
O=C(COc1ccc2ccccc2c1)NNC(=O)Nc1ccccc1F	-15	12%	3%	-4%	-8%	27%	18%	-15%	-6%
Cc1c(Cc2c(Cl)cccc2Cl)c(=O)ccn1C(C)c1ccccc1 (stereo not drawn)	0	7%[57.1 µM]	0%	-2%	-20%	-1%[57.1 µM]	20%	-9%	3%
CCOC(=O)C1(CCOc2ccccc2)CCN(Cc2cnc(C)s2)CC1	2	2%	15%	-5%	-10%	3%	-7%	?	1%
COc1ccc(C(=O)O)cc1S(=O)(=O)Nc1cc(Cl)ccc1N1CCOCC1	-6	-1%	-2%	-2%	-18%	9%	-25%	-12%	-9%
CCc1ccc(N2C(=O)CC(N3CCC(C(=O)OC)CC3)C2=O)cc1 (stereo not drawn)	2	2%	0%	-5%	-14%	-2%	-3%	3%	-3%
CCOC(=O)c1nn(-c2ccc(C)cc2)c(C)c1C(C)=O	-6	10%[57.1 µM]	-3%	-3%	3%	17%[57.1 µM]	36%	-2%	0%
CC[N+](C)(C(=O)O)/C(=C\c1ccccc1)c1ccnc2ccccc12 (stereo not drawn)	-12	-8%	.	3%	.	-1%	.	.	11µM*
CC(Oc1ccccc1)C(=O)Nc1nnc(S(=O)(=O)N2CCCCCC2)s1 (stereo not drawn)	-4&4	-2%&-12%	-8%&-21%	-3%&-4%	-22%&-11%	?	4%&14%	1%&-1%	-3%&1%
COc1ccc(OC)c(S(=O)(=O)N2CCC(C(=O)NC3CC3)CC2)c1	-10	-2%	-1%	-3%	-2%	17%	-2%	16%	-4%
COc1ccc(NC(=O)CN2CCN(c3ccc(F)cc3)CC2)cc1Cl	-3	-4%[57.1 µM]	3%	-5%	-19%	13%[57.1 µM]	-38%	-10%	-3%
Cc1ccccc1CSCC(=O)c1c(N)n(CC(C)C)c(=O)n(C)c1=O	-9	7%[57.1 µM]	0%	-1%	-11%	5%[57.1 µM]	-5%	-1%	-3%
COc1ccc(CN2CCN(S(=O)(=O)c3ccc(F)cc3)CC2)c(OC)c1OC	?	-1%	4%	-3%	-11%	4%	-14%	-3%	1%
CCOC(=O)N1CCN(C(=O)c2ccc(-n3c(C)ccc3C)cc2)CC1	-3	-8%	4%	-4%	-23%	-25%	-13%	-3%	-13%
Cc1ccc(CN2C(=O)N(c3ccc(C)c(Cl)c3)S(=O)(=O)c3ccccc32)cc1	1	-2%[57.1 µM]	12%	-3%	0%	17%[57.1 µM]	-13%	-1%	4%
COc1ccc(C(=O)/C(C#N)=N/Nc2cccc([N+](=O)[O-])c2)cc1	-7	-6%	2%	?	-4%	5%	16%[56.9 µM]	0%	-8%
Cc1nc2c(-c3ccccc3)cnn2c(N2CCOCC2)c1C	-7	3%	1%	?	-12%	6%	1%	-27%	-4%
Cc1ccc(C(=O)Nc2nc(C(C)(C)C)cs2)s1	3	-12%	1%	1%	-2%	-14%	-15%	7%	-18%
COc1ccc(CNC(=O)/C=C/c2cc([N+](=O)[O-])ccc2OC(F)F)cc1	-5	-9%	5%	-2%	-22%	7%	-3%	-1%	0%
O=C(Nc1cccc(NC(=O)C2CCCO2)c1)c1ccco1 (stereo not drawn)	1	7%	1%	-2%	-16%	-5%	8%[11.4 µM]	0%	1%
Cc1ccc(C(=O)CSc2nnc3n2CCCCC3)s1	0	1%	2%	6%	-1%	-2%	-15%	-6%	0%
CCOC(=O)c1ccc(N2CCN(c3ccccc3F)CC2)c(NC(=O)Nc2ccc(Cl)c(Cl)c2)c1	-2	-3%[57.1 µM]	-1%	-2%	-6%	13%[57.1 µM]	18%	0%	5%
COc1ccc(OC)c(/C=N/NC(=O)C(=O)N2CCCCCC2)c1	-1	0%	6%	-1%	-13%	-10%	-3%	-1%	-5%
COc1ccccc1CNC(=O)C1CC(=O)N(c2ccc(C)c(C)c2)C1 (stereo not drawn)	-9	7%	4%	-2%	-9%	8%	-5%	-3%	-1%
O=C(OC(C(=O)NC1CCCCC1)c1ccc(C(F)(F)F)cc1)c1ccco1 (stereo not drawn)	-4	-11%	0%	-6%	-14%	-5%	7%	-9%	0%

Screens from PubChem BioAssay.
